H37Rv inhibition: M. tuberculosis growth inhibition, HTS (AID 449762); M. tuberculosis H37Rv growth inhibition, 7H9 media; higher % means a stronger effect; one-dose inhibition, % at 25 µM; IC50 in µM for titrated hits; 330,000 tested, 0.59% active; in the data active = a potency from the dose series; inconclusive = inhibition above about 70% without an active follow-up result;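 note: bacterial growth assessed after seven days of incubation; strong numbers were not always called active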
influenza NS1A: H1N1 influenza NS1A inhibitors, functional cell based assay (AID 504329); NS1A functional cell-based assay, percent inhibition; higher % means a stronger effect; one-dose inhibition, % at 12.5 µM; IC50 in µM for titrated hits; 340,000 tested, 0.3% active; in the data active = a potency from the dose series; inconclusive = inhibition above about 27% without an active follow-up result; note: strong numbers were not always called active
M. tuberculosis: growth inhibition of non-replicating M. tuberculosis (AID 488890); 320,000 tested, 0.39% active; one-dose inhibition, % at 25 µM; IC50 in µM for titrated hits; Mycobacterium tuberculosis non-replicating, growth inhibition; higher % means a stronger effect; in the data active = a potency from the dose series; inconclusive = inhibition mostly from about 82% at the one dose, without a potency; inactive = the rest, 99 in 100 with inhibition below about 76%;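 note: plate controls were DMSO cells for no effect and high antibiotic wells for full effect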
Salmonella PhoP GFP: PhoP regulon inhibitors, Salmonella typhi PhoP promoter GFP reporter, confirmatory (AID 1850) | Salmonella Typhi PhoP-promoter GFP reporter, fluorescence, 4 h; higher % means a stronger effect | 310,000 tested, 0.33% active | one-dose inhibition, % at 50 µM; IC50 in µM for titrated hits; in the data active = a potency from the dose series; inconclusive = inhibition mostly from about 25% at the one dose, without a potency; inactive = the rest, 99 in 100 with inhibition below about 19%;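 note: 0% = induced wells with vehicle and 100% = uninduced wells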
VEEV TC-83 Vero: inhibitors of VEEV TC-83 cytopathic effect, confirmation, Vero cells (AID 588727). Vero cells, VEEV TC-83 cytopathic effect inhibition; higher % means a stronger effect. 350,000 tested, 0.13% active. one-dose inhibition, % at 20 µM; IC50 in µM for titrated hits; in the data active = a potency from the dose series; inconclusive = inhibition mostly from about 14% at the one dose, without a potency; inactive = the rest, 99 in 100 with inhibition below about 12%; note: strong numbers were not always called active
VEEV TC-83 Vero 10K pilot screen: second read-out of VEEV TC-83 Vero, no call of its own (marks repeat the call); inhibition, %; measured here: 10K pilot screen inhibition
An asterisk follows results filed as active; i = inactive; ? = inconclusive; . = not tested or not shown.

SMILES | H37Rv inhibition | influenza NS1A | M. tuberculosis | Salmonella PhoP GFP | VEEV TC-83 Vero | others
CC(C)C(c1nnnn1Cc1ccccc1)N1CCN(Cc2ccc3c(c2)OCO3)CC1 (stereo unspecified) | 4% | -2% | 31% | 4% | 1.6%
CCOc1cc(NC(=S)NC)c(OCC)cc1NC(=O)c1cccs1 | 2% | -2% | 79% | -4% | 0.2%
O=C(Nc1ccccc1N1CCCCC1)c1cc(S(=O)(=O)N2CCOCC2)ccc1F | . | -1% | . | . | 5.3%
O=C(NCc1ccncc1)C12CC3CC(CC(Cl)(C3)C1)C2 | 7% | 4% | -4% | 6% | i
CC(C)c1ccc(NC(=O)CN2C(=O)NC3(CCCCCCC3)C2=O)cc1 | -9% | -15% | 9% | . | 0.2%
CCc1c(C)nc(N)n2c(SCC(=O)N3CCCc4ccccc43)nnc12 | -5% | 0% | 0% | -6% | 0.8%
CCCN(CC(=O)Nc1ccccc1C)C(=O)c1ccc(-c2ccc([N+](=O)[O-])cc2)o1 | -1% | 2% | ? | . | 8.0%
CCOC(=O)C1CCN(Cc2coc3ccc(Cl)cc3c2=O)CC1 | -2% | 3% | 21% | -10% | i
Cc1ccc2c(c1)c1ncnc(N3CCN(c4ccccc4)CC3)c1n2C | 0% | 1% | 23% | 7% | 6.7%
CCCc1[nH]nc2c1C(C1CCCCC1)C(C#N)=C(N)O2 (stereo unspecified) | 1% | 11% | . | -39% | 9.7%
Cc1c(C(=O)OC(C)C)sc(NC(=O)c2cccnc2)c1C#N | 5% | 8% | 29% | 8% | 3.6%
Cc1ccc(-n2c(C)cc(C(=O)COC(=O)c3ccc[nH]c3=O)c2C)cc1 | 5% | 4% | 63% | -6% | 5.1%
CCN(CC)C(=O)[C@H]1C[C@H](CC(=O)NCc2ccco2)C(=O)N2CCc3c([nH]c4ccc(Cl)cc34)[C@]12C | . | 0% | . | . | 1.6%
O=C(CC(=O)NC1CCCCC1)N/N=C/c1ccc(Cl)cc1 | -3% | 6% | 7% | -2% | 1.1%
COc1ccc(C(CC(=O)c2ccccc2)S(=O)(=O)c2ccccc2)cc1 (stereo unspecified) | 22% | -2% | ? | 4% | 1.5%
COc1ccc(CNC(=O)C2CSC(=O)C2)cc1 (stereo unspecified) | 19% | -10% | 53% | -29% | 3.3% | VEEV TC-83 Vero 10K pilot screen=0.4
CCCCCn1c(C)c2c(OCC)cccc(=O)c2c1C | 12% | -12% | 35% | 7% | 4.3%
Cc1cc(N2CCOCC2)nc(-c2ccc(Br)cc2)n1 | -1% | -6% | 18% | -4% | 0.7%
COc1ccc(OCC(O)CN2CCN(c3ncccn3)CC2)cc1 (stereo unspecified) | 10% | -6% | 0% | -4% | 0.4%
CCN(CC)CCSc1nc2ccc(OC)cc2[nH]1 | -5% | -1% | -7% | 11% | 1.1%

The list goes on; the last three above are carried over.
SMILES | H37Rv inhibition | influenza NS1A | M. tuberculosis | Salmonella PhoP GFP | VEEV TC-83 Vero | others
Cc1cc(N2CCOCC2)nc(-c2ccc(Br)cc2)n1 | -1% | -6% | 18% | -4% | 0.7%
COc1ccc(OCC(O)CN2CCN(c3ncccn3)CC2)cc1 (stereo unspecified) | 10% | -6% | 0% | -4% | 0.4%
CCN(CC)CCSc1nc2ccc(OC)cc2[nH]1 | -5% | -1% | -7% | 11% | 1.1%
CCc1ccc(C(=O)COC(=O)CNC(=O)c2ccco2)cc1 | -3% | -3% | 1% | 3% | 1.2%
Cc1nnc(SCC(=O)Nc2ccc3c(c2)OCO3)s1 | . | 8% | . | . | 0.8%
CN1CCN(C(=O)c2ccc(-c3cccs3)s2)CC1 | -5% | . | 49% | 13% | 0.8%
O=CN1CCN(C(=O)c2cc3cc(Cl)ccc3[nH]2)CC1 | 1% | -29% | 2% | -8% | 0.5%
CC(C)(C)CC(=O)Nc1nnc(SCC(=O)NC2CCCC2)s1 | 1% | 5% | 42% | 2% | 2.0%
Cc1ccccc1OCC(=O)N(Cc1cccc(F)c1)C1CCS(=O)(=O)C1 (stereo unspecified) | -6% | 5% | 7% | -2% | 1.7%
Cc1ccc2cc(/C=N/NC(=O)[C@H](C)NC(=O)OC(C)(C)C)c(Cl)nc2c1 | -1% | -5% | 90% | -7% | 2.0%
CCN(c1ccc(OC)cc1)S(=O)(=O)c1nnc(NC(=O)C2CCCCC2)s1 | 3% | -6% | 4% | 11% | 1.5%
C/C=C/COC(=O)c1[nH]c2c(c1C)C(=O)CC(c1ccco1)C2 (stereo unspecified) | 1% | -7% | 24% | -4% | 8.4%
CC(=O)C[C@@H](O)CC(=O)[C@@H]1OC(=O)CCCCCc2ccccc21 | 1% | -11% | -14% | . | i
COc1ccc(C(=O)NC(=S)Nc2cccc(S(=O)(=O)N3CCOCC3)c2)cc1 | -1% | 4% | 44% | -2% | i
O=C(NCCC(=O)N1CCN(C(=O)c2ccco2)CC1)c1ccc(Br)cc1 | -5% | -4% | -3% | 10% | 1.0%
CCCCn1c(N)c(N(CC(C)C)C(=O)c2ccc(C)o2)c(=O)[nH]c1=O | -5% | -11% | -10% | . | i
CCOc1ccc(CN2CCNC(=O)C2CC(=O)NCCCOc2cccnc2)cc1 (stereo unspecified) | 1% | 0% | 17% | 0% | 10%
Cc1cccc(C)c1OP(N)(=O)OCC(F)(F)F (stereo unspecified) | -3% | -4% | -12% | -24% | 0.1%
O=S(=O)(c1ccccc1)N1CCC(O)(CSc2ccccc2)CC1 | -13% | -15% | -2% | 6% | 1.2%
COc1cc(C(CC(=O)N2CCOCC2)c2c(OC)cc(OC)c3ccc(=O)oc23)cc(OC)c1OC (stereo unspecified) | 1% | 7% | -3% | -6% | 0.4%
O=C1NCCN1c1ccc(CN2CCN(C3CCCCC3)C(CCO)C2)cc1 (stereo unspecified) | -3% | -11% | -1% | 3% | 0.2%
Cc1c(/C=C/C(=O)c2cccs2)cnn1C | -7% | -11% | 7% | -15% | 6.5%
COc1ccc(CN2CCNC(=O)C2CC(=O)NCCc2cnccn2)cc1C (stereo unspecified) | . | 7% | . | . | 0.8%

Entries shown so far with bromine, in the order listed:
SMILES | H37Rv inhibition | influenza NS1A | M. tuberculosis | Salmonella PhoP GFP | VEEV TC-83 Vero | others
Cc1cc(N2CCOCC2)nc(-c2ccc(Br)cc2)n1 | -1% | -6% | 18% | -4% | 0.7%
O=C(NCCC(=O)N1CCN(C(=O)c2ccco2)CC1)c1ccc(Br)cc1 | -5% | -4% | -3% | 10% | 1.0%

Grouped by structure, the entries above containing a cyano group (two)
SMILES | H37Rv inhibition | influenza NS1A | M. tuberculosis | Salmonella PhoP GFP | VEEV TC-83 Vero | others
CCCc1[nH]nc2c1C(C1CCCCC1)C(C#N)=C(N)O2 (stereo unspecified) | 1% | 11% | . | -39% | 9.7%
Cc1c(C(=O)OC(C)C)sc(NC(=O)c2cccnc2)c1C#N | 5% | 8% | 29% | 8% | 3.6%

Next part
SMILES | H37Rv inhibition | influenza NS1A | M. tuberculosis | Salmonella PhoP GFP | VEEV TC-83 Vero | others
O=C(c1cccc2ccccc12)N1CCN(c2ccccc2F)CC1 | 5% | 4% | 14% | 7% | 5.2%
O=C(CSc1nnc(SCC(=O)c2ccco2)s1)c1ccco1 | 3% | 1% | ? | 0% | 0.9%
O=S(=O)(c1cccs1)N1CCN(S(=O)(=O)c2cccs2)CC1 | 1% | -17% | -6% | 5% | 0.6%
CCN(CC)S(=O)(=O)c1ccc(N2CCOCC2)c(NC(=O)C2CC2)c1 | -7% | -13% | -6% | 1% | 1.5%
O=C1OC2(CCCCC2)OC(=O)C1=CNc1ccc2c(c1)OCO2 | 49% | 3% | 3% | 8% | 2.3%
CCOC(=O)CSc1nc2cccnc2n1-c1ccc(F)cc1 | 1% | 2% | 47% | 6% | i
C=CCOc1cccc(C2C(C(=O)c3ccc(C)o3)=C(O)C(=O)N2c2nccs2)c1 (stereo unspecified) | -3% | 6% | 55% | -2% | 2.7% | VEEV TC-83 Vero 10K pilot screen=0.6
COc1ccc(CCNC(=O)c2ccc(CNS(=O)(=O)c3cccc(Cl)c3)cc2)cc1OC | 3% | 9% | 32% | -4% | 7.3%
OCC1(Cc2ccccc2)CCN(CCCC2CCCC2)CC1 | 6% | -1% | 24% | 4% | 1.7%
COc1ccc(N2CCN(C(=O)CC(C)S(=O)(=O)c3ccc4c(c3)NC(=O)CO4)CC2)cc1 (stereo unspecified) | -1% | -1% | -3% | 0% | 1.8%
COCCNC(=O)c1ccc(CS(=O)(=O)c2c(Cl)cccc2Cl)o1 | -4% | 4% | -1% | -11% | 0.2%
Cc1ccc2c(c1)-c1[nH]c(=S)ncc1CS2 | -6% | -8% | 3% | 1% | 2.5%
Cc1ccc(NC(=O)C(C)OC(=O)/C=C/c2ccccc2)cc1S(=O)(=O)N1CCOCC1 (stereo unspecified) | 7% | -4% | 8% | -3% | 7.5%
C/C(=N\Nc1nccnc1Cl)c1c(F)c(F)c(F)c(F)c1F | 5% | -8% | 72% | -5% | 0.1%
Cc1ccccc1C(=O)Oc1cccc(Nc2ncnc3ccccc23)c1 | 12% | 1% | 24% | 1% | i
O=C(NC(=S)Nc1ccc([N+](=O)[O-])cc1O)C1CCCCC1 | 57% | 16% | ? | 2% | 5.3%
COCCNC(=O)C(c1cccs1)N(Cc1cccs1)C(=O)Cn1nnc2ccccc21 (stereo unspecified) | 4% | 4% | 4% | 5% | 1.6%
COc1cccc(NC(=O)COC(=O)CCOc2ccccc2OC)c1 | -8% | 2% | 61% | 3% | 0.1%
Cc1ccnc(NS(=O)(=O)c2ccc3ccccc3c2)n1 | -4% | 3% | 10% | 0% | 0.1%
CCc1ccc(NC(=O)Cc2ccc(OC)cc2)cc1 | 3% | . | 4% | 0% | .
O=C(CSCc1c(Cl)cccc1Cl)NN=C1CCCC1 | 7% | -4% | 3% | 3% | 1.3%
COc1ccc(-n2nc(C(=O)NCC(=O)N3CCOCC3)c3ccccc3c2=O)cc1OC | -1% | 2% | -16% | 3% | 0.1%

In the list so far, 2 have a tert-butyl group:
SMILES | H37Rv inhibition | influenza NS1A | M. tuberculosis | Salmonella PhoP GFP | VEEV TC-83 Vero | others
CC(C)(C)CC(=O)Nc1nnc(SCC(=O)NC2CCCC2)s1 | 1% | 5% | 42% | 2% | 2.0%
Cc1ccc2cc(/C=N/NC(=O)[C@H](C)NC(=O)OC(C)(C)C)c(Cl)nc2c1 | -1% | -5% | 90% | -7% | 2.0%
